SARS 3CLpro inh: SARS-CoV 3CLpro protease inhibitors, primary screen, biochemical, quenched FRET | Replicase polyprotein 1ab (Severe acute respiratory syndrome coronavirus), P0C6X7 | recombinant SARS-CoV 3CLpro, quenched FRET peptide cleavage | inhibition, % at 6 µM | hit rate 0.14% among 290,000 | AID 1706, 2009; in the data active = inhibition above about 12%
DUSP3 inh: VHR1 phosphatase inhibitors, primary screen, biochemical, absorbance, uHTS; Dual specificity protein phosphatase 3 (Homo sapiens), P51452; recombinant VHR phosphatase, pNPP absorbance; inhibition, % at 13.3 µM; hit rate 0.52% among 290,000; in the data active = inhibition above about 50%; also: some compounds called inactive have numbers as strong as hits
Target sequence (P51452 whole entry, looked up): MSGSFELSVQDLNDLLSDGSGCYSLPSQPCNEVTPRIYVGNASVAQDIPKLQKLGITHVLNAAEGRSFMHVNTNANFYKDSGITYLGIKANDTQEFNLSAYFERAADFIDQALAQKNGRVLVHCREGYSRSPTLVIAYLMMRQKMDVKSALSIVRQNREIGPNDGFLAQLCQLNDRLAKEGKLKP
MazEF act: activators of E. coli MazEF toxin-antitoxin RNase, primary screen, biochemical, fluorescence, uHTS | FAM/BHQ RNA-DNA oligo cleavage fluorescence, 5 h | hit rate 0.32% among 350,000 | activation, % at 20 µM | Endoribonuclease toxin MazF (Escherichia coli (strain K12)), P0AE70; in the data active = activation above about 50%
Target sequence (P0AE70 whole entry, looked up): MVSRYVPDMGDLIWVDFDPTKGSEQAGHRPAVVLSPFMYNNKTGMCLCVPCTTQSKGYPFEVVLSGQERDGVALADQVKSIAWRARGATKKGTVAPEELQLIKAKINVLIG
Vc quorum ag: inducers of Vibrio cholerae quorum light production without autoinducers, primary screen, BH1578 luxS cqsA deficient, single point | activation, % at 18.7 µM | V. cholerae BH1578 lux reporter, luminescence, 6 h | hit rate 0.16% among 350,000; in the data active = activation mostly above about 9.7%, no sharp cut-off; also: not every result past the cut was called active; inactives centre near 0; reference of the scale not given here
CCHF vOTU inh: CCHFV vOTU protease inhibitors, primary screen, biochemical, Pep-AMC substrate, fluorescence. Crimean-Congo hemorrhagic fever virus L polyprotein viral ovarian tumor (vOTU) protease …. inhibition, % at 11.5 µM. hit rate 0.55% among 370,000; in the data active = inhibition above about 30%; also: 0% = vehicle wells with enzyme and 100% = no enzyme wells
PrPC TRFRET: inhibitors of human cell surface prion protein PrPC, primary screen, cell-based, TR-FRET. AID 720596, 2013. inhibition, % at 13.8 µM. TR-FRET read-out. Major prion protein (Homo sapiens), P04156. hit rate 0.43% among 370,000; in the data active = inhibition above about 24%; also: 0% = median of the test wells and 100% = reference compound wells
TcdB inh: TcdB glycohydrolase inhibitors, primary screen, biochemical, single point, plate reader. Toxin B (Clostridioides difficile), P18177. TcdB glycohydrolase enzymatic assay. inhibition, % at 9.99 µM. hit rate 0.24% among 350,000; in the data active = inhibition above about 10%
Rv3671c inh: Rv3671c serine protease inhibitors, primary screen, biochemical, fluorescence polarization, M. tuberculosis H37Rv | P9WHR9 | hit rate 0.048% among 320,000 | inhibition, % at 5.96 µM; in the data active = inhibition above about 38%;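 also: extracellular domain of Rv3671c used as enzyme; 0% = enzyme with DMSO and 100% = no enzyme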
Target sequence (P9WHR9 whole entry, looked up, the tested form may be a part): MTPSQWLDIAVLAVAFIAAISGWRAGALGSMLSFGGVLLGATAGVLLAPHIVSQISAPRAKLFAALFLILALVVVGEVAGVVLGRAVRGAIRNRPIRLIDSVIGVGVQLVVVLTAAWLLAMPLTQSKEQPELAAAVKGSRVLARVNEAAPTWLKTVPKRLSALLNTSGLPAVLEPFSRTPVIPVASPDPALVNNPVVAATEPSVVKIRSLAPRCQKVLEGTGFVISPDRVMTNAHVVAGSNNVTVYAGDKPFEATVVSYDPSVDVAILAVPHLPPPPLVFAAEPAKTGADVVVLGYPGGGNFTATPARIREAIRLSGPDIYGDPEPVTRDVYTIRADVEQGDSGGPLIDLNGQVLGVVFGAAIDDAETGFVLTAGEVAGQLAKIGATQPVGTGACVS
Yp Topo-I inh: Yersinia pestis topoisomerase I inhibitors, primary screen, biochemical, cleavage product accumulation, plate reader, single point. DNA topoisomerase I (Yersinia pestis CO92). AID 504884, 2011. Y. pestis Topo-I cleavage product accumulation. activity, % at 10 µM. hit rate 0.064% among 360,000; in the data active = activity above about 50%, passing the limit was not always enough; also: inactives centre near 2
PriA SSB inh: inhibitors of Klebsiella pneumoniae PriA binding to SSB C-terminal tail, primary screen, biochemical, AlphaScreen | PriA–SSB C-terminal tail interaction (Klebsiella pneumoniae) | AlphaScreen SSBct-PriA binding, biotinylated peptide | inhibition, % at 33 µM | hit rate 0.6% among 430,000 | AID 1272365, 2023; in the data active = inhibition mostly above about 37%, no sharp cut-off; inactive = mostly below about 20%;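 also: plate controls were negative control peptide for no effect and reference peptide for full effect; strong numbers were not always called active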
Active calls of the source: *; i = inactive; nt = not tested or not shown; & = joins results of further samples. An excerpt. The share of hits here may be higher or lower than overall.

Start of the data: the first 5 entries, ahead of the listing:
SMILES | SARS 3CLpro inh | DUSP3 inh | MazEF act | Vc quorum ag | CCHF vOTU inh | PrPC TRFRET | TcdB inh | Rv3671c inh | Yp Topo-I inh | PriA SSB inh
CC[C@]12c3[nH]c4cc(CCC(=O)N(C)C)ccc4c3CCN1C(=O)[C@@H](CC(=O)NCCC1=CCCCC1)C[C@@H]2C(=O)N1CCN(C(=O)c2ccco2)CC1 | nt | nt | 5 | i | 17 | -1 | 1.5 | nt | 23 | 13
CCC(C(=O)NCC1CCCO1)N(C(=O)c1snc(C(N)=O)c1N)c1ccc(Cl)cc1 (stereo unspecified) | 6 | -4 | 9 | i | 3 | 7 | -0.4 | 0 | -1 | -7
Cc1ccc(NC(=O)C(c2ccccc2)c2ccccc2)c(O)c1 | 0 | 45 | -11 | -0.2 | 3 | -2 | 0.8 | -4 | -13 | 4
Cn1c(O)c(C=NC2CC(C)(C)NC(C)(C)C2)c(=O)n(C)c1=O | 0 | 12 | 4 | i | -3 | -3 | 1.1 | 9 | 5 | -15
COc1cc(/C=C/C(=O)c2ccc(O)cc2)ccc1OCC#N | 3 | -4 | 2 | 0.3 | 1 | 4 | -1.1 | -2 | -11 | -22

All compounds of this part, previewed entries included:
SMILES | SARS 3CLpro inh | DUSP3 inh | MazEF act | Vc quorum ag | CCHF vOTU inh | PrPC TRFRET | TcdB inh | Rv3671c inh | Yp Topo-I inh | PriA SSB inh
CC[C@]12c3[nH]c4cc(CCC(=O)N(C)C)ccc4c3CCN1C(=O)[C@@H](CC(=O)NCCC1=CCCCC1)C[C@@H]2C(=O)N1CCN(C(=O)c2ccco2)CC1 | nt | nt | 5 | i | 17 | -1 | 1.5 | nt | 23 | 13
CCC(C(=O)NCC1CCCO1)N(C(=O)c1snc(C(N)=O)c1N)c1ccc(Cl)cc1 (stereo unspecified) | 6 | -4 | 9 | i | 3 | 7 | -0.4 | 0 | -1 | -7
Cc1ccc(NC(=O)C(c2ccccc2)c2ccccc2)c(O)c1 | 0 | 45 | -11 | -0.2 | 3 | -2 | 0.8 | -4 | -13 | 4
Cn1c(O)c(C=NC2CC(C)(C)NC(C)(C)C2)c(=O)n(C)c1=O | 0 | 12 | 4 | i | -3 | -3 | 1.1 | 9 | 5 | -15
COc1cc(/C=C/C(=O)c2ccc(O)cc2)ccc1OCC#N | 3 | -4 | 2 | 0.3 | 1 | 4 | -1.1 | -2 | -11 | -22
Cc1ccc(S(=O)(=O)c2c(N)n(Cc3ccco3)c3nc4ccccc4nc23)cc1 | 5 | 31 | -73 | -0.3 | -98 | 3 | nt | -28 | -11 | 1&-29
O=C(Cc1nnc(NC(=O)Nc2ccc(F)cc2)s1)NCc1ccccc1 | -1 | 1 | -18 | -0.5 | -2 | 6 | 1.7 | -13 | -7 | 0
CCCNC(=O)C(Cc1ccccc1F)NC(=O)c1ccc(C#N)cc1 (stereo unspecified) | nt | nt | -12 | -0.5 | 0 | 7 | -0.4 | 7 | -10 | -2
CCN(CC(=O)NC(=O)NCc1ccccc1)CC(=O)Nc1cc(Cl)ccc1C | nt | nt | -3 | i | 8 | 3 | -4.7 | -1 | 30 | 5
Cc1cc(C(=O)NNC(=O)C(CCC(N)=O)NS(=O)(=O)c2ccc(Cl)cc2)c(C)o1 (stereo unspecified) | nt | nt | 3 | i | 13 | -2 | 0.1 | -2 | 12 | 3
COc1ccc(CC(=O)N(C)Cc2ccc(Cl)cc2)cc1S(=O)(=O)N1CCOCC1 | nt | nt | -2 | i | -3 | 4 | -2.8 | 1 | 15 | -3
CCN(CC)c1ccc(NC(=O)/C=C\c2ccccc2Cl)cc1 | -1 | -12 | 9 | i | -6 | 13 | nt | 2 | -4 | 58
COC(=O)c1ccccc1NC(=O)c1cnn2c(C)cc(C)nc12 | 2 | 38 | 6 | -0.2 | -10 | -3 | 0.5 | -10 | -1 | -9
COc1ccc(-c2nnc(SCC(=O)O)n2C)cc1OC | 1 | 9 | 7 | i | -7 | -5 | 3.9 | 0 | 1 | 4
COc1ccc(C2CC3(CC(C)(C)NC(=O)N3)Oc3cc(O)ccc32)cc1 (stereo unspecified) | 6 | 7 | -1 | nt | -2 | -7 | nt | 3 | 6 | 6
Cc1nc(-c2ccc(C(F)(F)F)cc2)sc1C(=O)NN | -1 | 13 | 7 | 1.4 | 13 | -4 | -2.1 | 4 | 5 | -5
CC1C(=O)N2CCCc3cc(NS(=O)(=O)c4ccccc4)cc1c32 (stereo unspecified) | nt | nt | -1 | -0.2 | 9 | -7 | 1.6 | 10 | 1 | 1
Cc1ccc(NC(=O)N2CCC(O)(c3cccnc3)CC2)cc1 | 2 | 29 | -4 | -0.9 | 18 | -1 | nt | 2 | 4 | -5
O=C(NCc1ccccc1)[C@@H]1CSC2c3ccccc3C(=O)N21 (stereo partly specified) | 6 | 16 | 1 | -0.3 | -8 | -2 | nt | 6 | 8 | -13
Cc1cc(NC(=O)CN2C(=O)N(C)C3(CCCCC3)C2=O)ccc1Br | nt | nt | 2 | -0.2 | -6 | 3 | 1.0 | 1 | 8 | 0
CSc1ccc(C2(O)Cc3cccc[n+]3C2c2ccccc2)cc1 (stereo unspecified) | 0 | 4 | -23 | 0.8 | -6 | 0 | 1.3 | 13 | 5 | 12
Cc1nc(SCC(=O)NCCc2ccccc2)nc(C)c1C | 8 | 23 | 2 | i | 7 | 0 | nt | 7 | 0 | -12
CCOC(=O)/C(C#N)=C1\C=CN(C)C(C)=N1 | -1 | 49 | 0 | i | 3 | 1 | nt | -5 | 2 | -4
CC(C)Nc1nc(-c2ccccn2)nc(-c2ccccc2)c1C#N | 2 | 13 | 1 | -1.0 | -12 | 5 | 0.6 | -10 | 6 | -6
CC(=O)c1cccc(N(CC(=O)Nc2ccc(S(=O)(=O)N3CCCC3)cc2)S(C)(=O)=O)c1 | 4 | 18 | 1 | -0.2 | -5 | -3 | 0.8 | -8 | 9 | 4
COc1ccc(-c2oc3ncn4nc(COc5ccccc5)nc4c3c2-c2ccc(OC)cc2)cc1 | 5 | 6 | 46 | -14 | -8 | 3 | nt | 0 | -4 | -8
CCCn1cnc2cc(NCc3cccs3)ccc21 | 2 | 0 | -3 | i | 12 | 3 | -0.1 | 14 | -6 | 3
O=C(O)CN1CCNCCN(CC(=O)O)CCNCC1 | nt | nt | -13 | i | 2 | 2 | -0.1 | nt | 1 | -14
CCCCC(C(=O)NC1CCCC1)N(C(=O)c1snc(C(N)=O)c1N)c1ccc(C)cc1 (stereo unspecified) | 8 | 12 | -20 | -9.4 | 0 | 1 | -0.1 | -5 | -4 | 6
COc1cccc(Nc2ncnc3onc(-c4ccccc4OC)c23)c1 | -2 | 25 | 9 | 1.0 | 1 | -3 | 0.8 | -4 | -2 | -1
CCOC(=O)c1nc(C)n(-c2ccc([N+](=O)[O-])cc2)n1 | -2 | 1 | -30 | -0.2 | -7 | -35 | -0.1 | -5 | 5 | -9
N#CCSc1nnc(Cc2ccc3c(c2)OCO3)o1 | -4 | 8 | -12 | -0.4 | -5 | 8 | nt | 2 | 6 | -7
Cc1ccc(S(=O)(=O)N(C)C)cc1NC(=O)COC(=O)CC1CCCC1 | nt | nt | -5 | -0.9 | 6 | -3 | 2.0 | -2 | 6 | -9
CC(CCC(=O)O)(c1ccc(O)cc1)c1ccc(O)cc1 | nt | nt | 0 | -0.1 | -1 | -1 | 0.2 | -7 | 0 | -2
OCc1ccccc1OCCCOc1cccc2cccnc12 | -1 | -16 | 5 | 0.9 | 5 | 4 | 2.8 | -11 | 14 | 8
Cc1ccc(N2CC(C(=O)Nc3nnc(SCCN4CCOCC4)s3)CC2=O)cc1C (stereo unspecified) | 1 | 10 | -3 | 3.6 | -5 | 8 | 1.0 | 0 | 25 | -7
CCOC(=O)C1=C(C)N(C)C(=O)NC1c1cc2c(cc1[N+](=O)[O-])OCO2 (stereo unspecified) | 3 | 8 | -6 | -0.1 | -3 | -14 | -1.1 | 6 | 3 | 7
O=C(COc1ccccc1-c1ccccc1)c1ccccc1 | 5 | 0 | -1 | -0.2 | 10 | 2 | nt | -7 | 2 | -100
O=C(Nc1cccc(Cl)c1N1CCOCC1)c1cc([N+](=O)[O-])ccc1N1CCOCC1 | 8 | 4 | 1 | -1.4 | -10 | 2 | 1.1 | 9 | -4 | -13
CC(=O)NCC(=O)OCC(=O)Nc1nc(-c2ccccc2)cs1 | 0 | 3 | -14 | -0.2 | 2 | -4 | 0.0 | -1 | 8 | -18
O=C(Nc1ccccc1-c1nnc(SCc2ccc(Cl)cc2)o1)c1ccccc1 | -4 | 27 | 1 | i | -7 | 3 | nt | -4 | -10 | -5
O=C(C[C@H]1C/C=C\CC[C@H](Cc2ccc(F)cc2)C(=O)O[C@@H](c2ccccc2)CNC1=O)N[C@@H](CO)Cc1ccccc1 | nt | nt | 25 | 0.8 | 15 | -9 | 0.9 | -8 | 89* | -4
CC(C)c1ccc(S(=O)(=O)Nc2ccc(SC(F)F)cc2)cc1 | 13* | 30 | 1 | -0.3 | 24 | 21 | nt | -30 | 25 | -4
CCOc1ccc(S(=O)(=O)N(CC(=O)N2CCC(C(N)=O)CC2)c2ccc(F)cc2)cc1 | -2 | 4 | 5 | 0.5 | 5 | -8 | 1.5 | 0 | -1 | -12
CN(C)S(=O)(=O)N1CCC(n2nccc2NC(=O)CCCc2ccccc2)CC1 | 1 | -20 | 4 | -0.4 | -11 | 4 | 0.8 | 1 | -15 | -12
CC1CCN(C(=O)c2cc(-c3ccc4c(c3)OCO4)on2)CC1 | 3 | -5 | 10 | -1.6 | 7 | 3 | 0.0 | -10 | 5 | -3
CC(=O)c1cccc(NC(=O)c2cccc(S(=O)(=O)N(C)C)c2)c1 | 4 | 15 | 5 | -0.7 | 1 | -5 | nt | -1 | -1 | -8
CCN(CC)S(=O)(=O)c1ccc(O)c(NC(=O)CN2CCc3ccccc3C2)c1 | 2 | 30 | -7 | -0.3 | -3 | 2 | 0.3 | 1 | 1 | -10
Cc1ccc(S(=O)(=O)N2CCCCC2)cc1NC(=O)COC(=O)c1ccccc1F | 2 | 26 | -10 | i | 0 | 8 | 2.1 | -9 | -2 | -3
N#CCCn1cc(C(=O)Nc2ccccc2Br)c(-c2cccs2)n1 | -1 | -14 | -11 | -2.0 | 1 | -4 | 1.4 | 1 | 10 | -11
COC(=O)/C(C#N)=C/c1c(N2CCN(C)CC2)nc2ccccn2c1=O | 0 | nt | 4 | -6.2 | -3 | -19 | 2.0 | 8 | 0 | -13
CCc1ccc(-n2cnc3cc(C(=O)NCC(OC)OC)ccc32)cc1 | -5 | -2 | 4 | -0.3 | 5 | 5 | 0.8 | -14 | 3 | -5
CN1C(=S)SC(C)(C)C1(C)NO (stereo unspecified) | -5 | 1 | 5 | 2.9 | -1 | -3 | nt | -7 | 1 | -10
Cn1c(=O)oc2cc(S(=O)(=O)Nc3cccc(F)c3)ccc21 | 1 | 43 | 8 | -0.2 | 3 | -2 | 1.1 | 0 | 6 | 3
CCN(CC)CCCNCC(=O)Nc1ccc2c(c1)CCC2 | 4 | 16 | 3 | -0.4 | -9 | 2 | 2.2 | 1 | -9 | -3
CC(C)OC(=O)Cn1c(=O)oc2ccccc21 | 2 | 6 | 5 | 2.1 | nt | nt | nt | -3 | -1 | -8
CC(C)(c1ccc(O)c([N+](=O)[O-])c1)c1ccc(O)c([N+](=O)[O-])c1 | nt | nt | -7 | i | 18 | 1 | 0.6 | nt | 1 | -16
